D1 ag = Allosteric Agonists of the Human D1 Dopamine Receptor: qHTS | activation, % at 2 µM | AID 504660, 2011 | 360,000 tested, 1% active | HEK293 T-REx D1 cells, calcium flux, agonist mode; in the data active means activation above about 30%; further: 0% is about no effect
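Tetracycline-induced HEK293 TREx D1 cells, force-coupled to calcium signalling, were dye-loaded with a no-wash calcium kit. Compound was pin-added after a 10 s baseline. Fluorescence was read kinetically at 1 cycle/s for 180 s, with calcium rises flagged as agonism.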
D1 antag = Antagonist of Human D 1 Dopamine Receptor: qHTS. 360,000 tested, 3.2% active. HEK293 TREx D1 cells, calcium flux, dopamine EC80; hits give low values. activity change, negative = inhibition, % at 10 µM. AID 504652, 2011. D(1A) dopamine receptor (Homo sapiens), P21728; in the data active means activity change below about -30%; further: on the % scale 0 is the no-effect control and ±100 the full control effect
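Compound effects on dopamine-evoked calcium signalling were measured in tetracycline-induced HEK293 Trex D1 cells. Dopamine at EC80 followed a 180 s compound pre-read, and fluorescence was tracked kinetically for 180 s more.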
Vif-A3F inh = qHTS for Inhibitors of Vif-A3F Interactions: qHTS; 390,000 tested, 0.2% active; HeLa A3F-eYFP + Vif (tagged APOBEC3F with the HIV-1 protein that degrades it), YFP fluorescence increase; Potency, µM (doses to about 46.1 µM), without a hit: at the highest dose activity, negative = active; further: potency means the concentration at half of the fitted maximal effect; % of control where 0% means no effect; nearly all actives have a fitted effect of over 65% in size
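HeLa cells stably expressing A3F-eYFP plus Vif, plated and incubated overnight at 37 deg C, then exposed to compounds overnight at 37 deg C. Blocked degradation read as raised yellow fluorescence (Ex 488/Em 500-530).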
LDHA block = qHTS assay for inhibitors of human lactate dehydrogenase; purified LDHA, NADH/diaphorase-resazurin fluorescence; hits give low values; activity change, % (values are at about 110 or 230 µM); 480,000 tested, 0.15% active; AID 1347041, 2019; in the data active means activity change below about -30%; inconclusive means mostly about -25% to -30%;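 further: plate controls were DMSO wells for no effect and wells without enzyme for full effect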
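Enzyme activity of human lactate dehydrogenase 5 (2 nM; 0.06 mM NADH, 0.2 mM pyruvate, 5 min, RT) is measured via a resazurin/diaphorase fluorescence readout of residual NADH.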
RXFP1 ag = qHTS Assay for Agonists of the Relaxin Receptor RXFP1; Potency, µM (top dose mostly 57.5 µM), without a hit: top-dose activation, usual class: activators; HEK293T-RXFP1 cAMP TR-FRET, 30 min; response scale: percent of porcine relaxin response, buffer zero; 370,000 tested, 0.3% active; further: potency means the concentration at half of the fitted maximal effect; on the % scale 0 is the no-effect control and ±100 the full control effect; nearly all actives have a fitted effect of over 60% in size; many of its hits are not listed in these tables
Target sequence (Q9HBX9 whole entry, looked up): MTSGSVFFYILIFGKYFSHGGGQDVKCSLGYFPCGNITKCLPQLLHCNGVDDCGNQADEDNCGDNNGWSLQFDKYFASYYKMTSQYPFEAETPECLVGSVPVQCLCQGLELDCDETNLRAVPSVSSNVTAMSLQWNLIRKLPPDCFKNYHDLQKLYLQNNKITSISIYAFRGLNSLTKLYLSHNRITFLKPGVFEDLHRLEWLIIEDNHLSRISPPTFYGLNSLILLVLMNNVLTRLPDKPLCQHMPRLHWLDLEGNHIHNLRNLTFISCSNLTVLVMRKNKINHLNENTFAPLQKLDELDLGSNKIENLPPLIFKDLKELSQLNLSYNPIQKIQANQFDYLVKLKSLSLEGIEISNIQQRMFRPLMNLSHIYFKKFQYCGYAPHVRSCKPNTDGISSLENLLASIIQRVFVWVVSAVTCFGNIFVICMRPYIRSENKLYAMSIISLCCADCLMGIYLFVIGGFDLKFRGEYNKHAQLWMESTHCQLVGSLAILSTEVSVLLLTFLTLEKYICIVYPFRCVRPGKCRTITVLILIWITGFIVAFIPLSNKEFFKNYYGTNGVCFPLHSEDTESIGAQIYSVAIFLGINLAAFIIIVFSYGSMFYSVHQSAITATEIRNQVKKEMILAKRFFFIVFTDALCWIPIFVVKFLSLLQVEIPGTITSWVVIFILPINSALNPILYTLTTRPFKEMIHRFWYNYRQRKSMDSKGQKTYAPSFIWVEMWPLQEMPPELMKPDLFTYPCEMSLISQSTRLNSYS
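HEK293T cells stably expressing RXFP1 were pretreated with the PDE4 inhibitor Ro 20174, exposed to compounds for 30 min at 37C, lysed, and cAMP was read by TR-FRET. Data normalized to buffer (basal) and 29 nM porcine relaxin (100%).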
D1 potentiator = Potentiators of Human D1 Dopamine Receptor: qHTS; D(1A) dopamine receptor (Homo sapiens), P21728; HEK293 TREx D1 cells, calcium flux, dopamine EC20 potentiation; potentiation, % at 10 µM; 360,000 tested, 0.036% active; in the data active means potentiation above about 30%; further: 0% is about no effect
Vif-A3G inh = qHTS for Inhibitors of Vif-A3G Interactions: qHTS. DNA dC->dU-editing enzyme APOBEC-3G (Homo sapiens), Q9HC16. HeLa A3G-eYFP + Vif (tagged APOBEC3G with the HIV-1 protein that degrades it), YFP fluorescence, overnight. Potency, µM (titrated, usually from 46.1 µM), for the others: at the top dose activity, negative = active, most hits filed as inhibitors. 410,000 tested, 0.076% active;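 further: potency means the concentration at half of the fitted maximal effect; on the % scale 0 is the no-effect control and ±100 the full control effect; nearly all actives have a fitted effect of over 60% in size; hits raise eYFP signal because A3G escapes Vif-driven loss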
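HeLa cells stably expressing Vif and C-terminally eYFP-tagged A3G, seeded overnight at 37 deg C, then exposed to compound by pintool overnight at 37 deg C. Rise in yellow fluorescence (Ex 488/Em 500-530, Acumen) marks blocked Vif-driven A3G degradation.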
Glioma ERSR ind = qHTS for Inducers of the Endoplasmic Reticulum Stress Response (ERSR) in Human Glioma: qHTS. U87-MG GRP78 promoter luciferase reporter, 16 h. 420,000 tested, 0.02% active. Potency, µM, for inactives: at the highest dose activation, hits mostly activators. AID 602332, 2012; further: potency means the concentration at half of the fitted maximal effect; series mostly up to about 76 µM; % of control where 0% means no effect; nearly all actives have a fitted effect of over 35% in size
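Stably transfected U87-MG human glioma cells carrying a GRP78-based luminescent sensor were seeded at 1000 cells/well, pin-dosed with compounds and incubated 16 h. Luciferase reagent was then added, and end-point luminescence was read after 10 min at room temperature.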
D2 PAM = HTS Assay for Positive Allosteric Modulators of the Human D2 Dopamine Receptor: Primary Screen for Potentiators. HEK293 T-REx D2, calcium flux, EC20 dopamine potentiation. potentiation, % at 10 µM. 340,000 tested, 0.34% active. AID 485347, 2010;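 active means potentiation over 3 SD above the plate norm, cut at about 30% in these data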; further: 0% is about no effect
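Potentiation of an EC20 dopamine calcium response measured kinetically over 180 s, after a preceding 180 s compound-only read flagging agonists. Cells: inducible Hek293 Trex D2 line, 4000/well, cultured overnight at 30 C before dye loading.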
The depositor's hits bear a star; ? = inconclusive; nt = not tested or not shown; & = joins results of further samples. Unless noted, the call rests on the fitted dose curve; in most records, active means well fitted curve in the direction sought with a large enough effect; inconclusive means small, poorly fitted or top-dose-only effect, or another doubt; inactive means no such curve, though single readings can be large; an effect the other way counts as inactive or inconclusive.

SMILES | D1 ag | D1 antag | Vif-A3F inh | LDHA block | RXFP1 ag | D1 potentiator | Vif-A3G inh | Glioma ERSR ind | D2 PAM
Cc1ccc(-n2nc3c(=O)n(CCCC(=O)NCc4cccc(F)c4)nc(C)c3c2C)cc1 | 4.4 | 3.9 | 4.1% | -2.2 | 3.4% | -4.0 | -4.1% | -0.1% | 19.9
Cn1cc(Cl)c(-c2n[nH]c(=S)n2-c2ccc(F)cc2)n1 | 1.3 | 3.7 | 0.6% | -5.7 | ? | -0.6 | 2.1% | 0.3% | 9.2
COc1ccc(N2CCN(C(CNC(=O)c3cccs3)c3ccco3)CC2)cc1 (centres undefined) | 0.8 | -2.9 | -3.4% | -3.0 | -0.5% | -2.0 | 0.4% | 1.3% | -10.2
O=C(Nc1ccc([N+](=O)[O-])cn1)C1CCCCC1 | -0.6 | 2.2 | -7.0% | -9.0 | 1.4% | -5.2 | -0.6% | 0.7% | 3.6
CCCc1nccn1S(=O)(=O)c1cc(Br)ccc1OC | 0.7 | -0.9 | -11.9% | -9.9 | -0.4% | -2.1 | 5.4% | -5.0% | nt
COc1ccc(C2NC(=S)N(c3ccccc3)C(C)=C2C(=O)Nc2ccccc2)cc1 (centres undefined) | 6.0 | 6.0 | 2.0% | -2.8 | 0.0% | -2.6 | -7.1% | -1.1% | -0.6
CC(=NNC(=O)c1ccncc1)c1ccc2ccccc2c1O | nt | nt | ? | 19.9 | nt | nt | ? | -4.6% | nt
N#Cc1c(SCC(=O)Nc2nccs2)nc2c(c1-c1ccco1)CCCC2 | 3.1 | -2.8 | -8.9% | -4.3 | 4.3% | -5.1 | 0.8% | -0.3% | -2.3
CC1CC(C)CN(C(=O)COC(=O)Cc2ccc(Cl)cc2)C1 (centres undefined) | 6.2 | 7.3 | -24.3% | -3.3 | -2.6% | -0.8 | -0.4% | -2.8% | 5.6
Cc1nnc(SCC(=O)Nc2ncc3c(n2)CC(C)(C)CC3=O)s1 | -0.3 | nt | 2.2% | 2.8 | -0.8% | -1.9 | -6.7% | 1.0% | 16.8
Cc1cc(C)cc(OCC(=O)NCC2(N(C)C)CCCCC2)c1 | 5.1 | -3.7 | 3.6% | -2.6 | -2.0% | 1.9 | -11.7% | -1.5% | -25.6
CCN(Cc1ccccc1)C(=O)Cn1cnc2c1c(=O)n(C)c(=O)n2C | 2.5 | 20.8 | -10.0% | -0.2&6.9 | -0.4% | -2.6 | 0.4% | -4.0% | 0.4
CC(C)c1nc(N2CCOCC2)c(C#N)c2c1COC(C)(C)C2 | 1.4 | 15.4 | nt | 0.2 | 2.0% | 0.4 | 0.2% | -4.8% | -9.6
C=CCc1cccc(CNc2c(C)cc(C)cc2C)c1O | 1.6 | -1.6 | 1.4% | 0.8 | 0.8% | 0.0 | 3.1% | -0.2% | 12.9
Cc1cccn2c(=O)c3cc(C(=O)NC(C)C)c(=N)n(Cc4ccncc4)c3nc12 | 0.3 | 5.3 | -4.1% | -2.2 | 11.4% | -3.0 | 0.2% | -2.0% | 0.1
COc1ccc(Nc2ccc(N3C(=O)CC(C)C3=O)cc2[N+](=O)[O-])cn1 (centres undefined) | -0.2 | -9.8 | -5.1% | -8.6 | -3.8% | 1.8 | -4.4% | -0.7% | 8.4
O=C(Cc1ccccc1)NC(=S)Nc1cc(C(F)(F)F)ccc1Cl | 25.7 | 16.0 | -12.2% | -5.9 | 0.8% | -0.2 | -6.4% | -6.7% | -18.4
COc1cccc(NC(=O)[C@@H]2CCCN2C(=O)[C@@H]2Cc3ccccc3CN2C(=O)OC(C)(C)C)c1 | 1.2 | 1.6 | 2.6% | 1.4 | 1.0% | 9.2 | 1.2% | 1.9% | -3.9
Oc1ccc(Nc2nc(-c3ccc4ccccc4c3)cs2)cc1 | 3.2 | -27.7 | nt | nt | -0.2% | -0.9 | nt | nt | -1.3
CCCCCCCCCCCCCCCC(O)C[N+](C)(C)CCO (centres undefined) | nt | nt | -20.6% | ? | nt | nt | -22.5% | -9.0% | nt
Cn1c(CN2CCCC2)nc2cc(NC(=O)Nc3ccccc3)ccc21 | -0.7 | 1.8 | -4.9% | 0.0 | -2.9% | -0.7 | -1.5% | 5.2% | -7.9
CCOc1ccc2nc(N3CCCC(C(=O)NCc4ccc(OC)cc4)C3)sc2c1 (centres undefined) | -0.7 | 3.6 | 4.3% | -8.7 | 0.4% | -3.5 | 3.4% | -4.8% | 10.1
CCOC(=O)C1=C(CC)OC(N)=C(C#N)C1c1ccsc1 (centres undefined) | 3.4 | -28.3 | -3.3% | -3.2 | -1.2% | -4.0 | -2.3% | -4.4% | -0.4
O=C(OCc1nc2ccccc2s1)c1ccco1 | 3.1 | -7.2 | 12.1% | -5.6 | 2.7% | -5.4 | 0.2% | 0.9% | nt
O=C(NNC(=O)c1ccc(Oc2cc(Cl)cc(Cl)c2)o1)c1ccccc1 | 5.3 | 0.8 | ? | -3.1 | 1.1% | 5.4 | ? | -2.6% | 6.5
Oc1ccc(C[C@H]2CNC(=S)N2CC2CCCN2C[C@H](Cc2ccc(O)cc2)N2C[C@H](Cc3ccccc3)N(CC3CCCCCC3)C2=S)cc1 (some centres undefined) | nt | nt | 3.9% | -11.9 | nt | nt | -4.0% | -0.5% | nt
Cc1cc(=O)oc2c(C)c(OC(C)C(=O)N3CC[C@@]4(O)CCCC[C@H]4C3)ccc12 (some centres undefined) | 2.8 | -3.1 | -3.6% | 5.3 | 0.5% | 2.7 | 2.6% | 0.0% | -11.6
C=CCc1ccc(OCCn2nnc3ccccc32)c(OC)c1 | 22.5 | -7.2 | 1.5% | -1.5 | -0.8% | 3.6 | 1.3% | -1.4% | 1.5
O=C1OCCC1Sc1nnnn1-c1ccccc1 (centres undefined) | 2.1 | -4.5 | 0.1% | -7.7 | 0.6% | -1.4 | -0.6% | -3.9% | nt
CC(C)(C)c1ccc(NC(=O)Nc2ccc3ccccc3n2)cc1 | 2.6 | 8.5 | -4.1% | -1.2 | 0.1% | -7.2 | 8.0% | -2.3% | 3.6
COc1cccc(C2C=C(c3ccccc3)Nc3c(C(=O)Nc4ccccc4)cnn32)c1OC (centres undefined) | 1.7 | 3.6 | 4.1% | -2.3 | -0.3% | -1.4 | -16.8% | -2.5% | 4.6
Cc1c(Nc2c3ccccc3nc3ccccc23)c(=O)n(-c2ccccc2)n1C | 3.9 | -2.1 | -8.4% | -1.6 | -1.4% | -0.3 | 3.5% | 4.2% | -4.2
O=c1[nH]c(/C=C/c2ccc(Br)cc2)nc2ccccc12 | 4.5 | -4.9 | 4.2% | 1.8 | ? | -4.8 | 0.3% | 1.4% | 5.8
COc1ccc2cc(CN(CC3CCCO3)C(=O)Nc3ccccc3OC)c(=O)[nH]c2c1 (centres undefined) | 1.5 | -20.9 | -5.0% | -0.2 | 1.0% | -6.7 | ? | -7.2% | 3.3
c1nc(N2CCOCC2)c2[nH]cnc2n1 | nt | nt | -4.4% | -0.3 | nt | nt | -4.3% | -4.3% | nt
Cc1onc(-c2c(F)cccc2Cl)c1C(=O)NCCCN1CCOCC1 | 2.5 | 8.4 | -5.5% | 3.7 | -0.4% | 2.1 | -1.3% | -5.1% | 11.7
COc1cc(CNCc2ccc(OC)cc2OC)cc(OC)c1 | 15.9 | -12.2 | -11.7% | -12.8 | -3.3% | 6.5 | 1.8% | -3.9% | -7.7
COc1ccc(C2(C(=O)N3CCOCC3)CCOCC2)cc1OC | 2.9 | -17.0 | nt | -5.8 | 0.2% | -2.5 | -5.7% | 1.5% | -1.2
COCCn1c(=S)[nH]c2cc(C(=O)N3CCN(c4ccc(F)cc4)CC3)ccc2c1=O | -0.6 | -23.4 | -0.6% | -15.7 | 0.0% | -0.2 | -0.8% | -2.9% | nt
COc1ccc(Cl)cc1NC(=O)CN(C)CC(=O)Nc1ccccc1C(F)(F)F | 2.0 | 2.7 | 9.1% | 0.9 | -0.6% | 0.6 | -0.5% | -4.8% | nt
COCCn1c(C)cc(O)c(C(c2ccc(F)cc2)N2CCC(C)CC2)c1=O (centres undefined) | -0.1 | -19.6 | -1.9% | -6.6 | 4.0% | -1.1 | 3.4% | -5.3% | -0.5
CC(=O)Nc1ccc(-c2csc(Nc3ccccn3)n2)cc1 | 2.4 | -13.0 | -5.1% | -3.0 | 0.7% | -5.5 | -3.9% | -3.9% | -7.6
Cc1c(C(=O)N2CCN(C/C=C/c3ccccc3)CC2)oc2c(F)cccc12 | 2.2 | -0.7 | 0.1% | 1.1 | -0.1% | -8.6 | 0.8% | -2.0% | -14.6
Cc1ccc(NC(=O)Cn2ncn3c(cc4ccccc43)c2=O)cc1F | 2.7&-0.5 | -0.7&-0.1 | -4.4%&8.0% | -5.4&-8.5 | 1.9%&3.8% | -3.4&-3.0 | -4.7%&4.8% | -9.0%&-1.3% | 1.1

Arranged by molar mass (lowest first): some entries from above.
SMILES | D1 ag | D1 antag | Vif-A3F inh | LDHA block | RXFP1 ag | D1 potentiator | Vif-A3G inh | Glioma ERSR ind | D2 PAM
c1nc(N2CCOCC2)c2[nH]cnc2n1 | nt | nt | -4.4% | -0.3 | nt | nt | -4.3% | -4.3% | nt
COc1ccc(C2(C(=O)N3CCOCC3)CCOCC2)cc1OC | 2.9 | -17.0 | nt | -5.8 | 0.2% | -2.5 | -5.7% | 1.5% | -1.2
COCCn1c(C)cc(O)c(C(c2ccc(F)cc2)N2CCC(C)CC2)c1=O (centres undefined) | -0.1 | -19.6 | -1.9% | -6.6 | 4.0% | -1.1 | 3.4% | -5.3% | -0.5

Screening results deposited in PubChem BioAssay by National Center for Advancing Translational Sciences (NCATS).

Not all compounds are listed; count on the stated rates, not on these rows.
